ZTA counter – ZTA (EBV) inhibition in EBNA-1 counter-screen; ZTA-DNA binding, fluorescence polarization; 320,000 compounds, 0.15% hits; AID 2234; P03206; inhibition, % at 11 µM; in the data active = inhibition above about 33%
Target sequence (P03206 whole entry, looked up): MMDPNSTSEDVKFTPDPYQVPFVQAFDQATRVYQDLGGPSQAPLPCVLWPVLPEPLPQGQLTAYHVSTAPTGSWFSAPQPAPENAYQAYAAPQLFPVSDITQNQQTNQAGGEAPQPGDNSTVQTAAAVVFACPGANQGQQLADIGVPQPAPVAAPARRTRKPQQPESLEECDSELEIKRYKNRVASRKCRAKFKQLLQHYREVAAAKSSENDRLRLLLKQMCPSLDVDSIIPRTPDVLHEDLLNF
CTSL1 counter – Fasciola hepatica cathepsin L1 inhibitors, primary screen, counter-screen for PFM18AAP inhibitor project, biochemical, QFRET, fluorogenic peptide substrate; recombinant F. hepatica cathepsin L1, Z-Leu-Arg-MCA fluorescence; 300,000 compounds, 0.49% hits; AID 1906, 2009; inhibition, % at 5.96 µM;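 active = inhibition above the mean of all tested compounds plus 3 SD, set per screening campaign, cut at about 17% in these data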;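 note: 0% = plate median of test compound wells and 100% = 1 µM Z-Phe-Ala-diazomethylketone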
TPT1 inhibitor – Candida albicans TPT1 enzyme inhibitors, primary screen, biochemical, fluorescence polarization. 300,000 compounds, 0.81% hits. recombinant caTPT1, FP RNA substrate dephosphorylation. inhibition, % at 5 µM. AID 1962, 2009;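 active = inhibition above the mean of all tested compounds plus 3 SD, set per screening campaign, cut at about 24% in these data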;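 note: plate controls were DMSO alone for no effect and ferristatin control at 100 nM for full effect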
PP1 inh – PP1-alpha phosphatase inhibitors, primary screen, counter-screen for PP5 inhibitor project, biochemical, fluorescence, OMFP substrate, single point; Serine/threonine-protein phosphatase PP1-alpha catalytic subunit (Homo sapiens), P62136; purified PP1alpha; inhibition, % at 6.7 µM; 320,000 compounds, 0.9% hits;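 active = inhibition above the mean inhibition of all tested compounds plus 3 SD, computed separately for each screening campaign, cut at about 15% in these data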
core dimer inh – inhibitors of HCV core protein dimerization, primary screen, biochemical, TR-FRET, high-throughput; TR-FRET GST/Flag-core106 dimerization, 1536-well; inhibition, % at 5 µM; 300,000 compounds, 0.33% hits; AID 1899, 2009;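 active = inhibition above the mean of all tested compounds plus 3 SD, set per screening campaign, cut at about 45% in these data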
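Test system: GST/Flag-tagged HCV core106 proteins; Medium: KF-containing HEPES buffer, pH 7.45, DTT, CHAPS, BSA; Times: compound-protein-antibody incubation 4 h at 22.5 °C; Detection: TR-FRET 671 and 617 nm emission; Benchmarks: wells lacking GST-core106 and wells with excess unlabelled core106.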
EBNA-1 inhibitor – EBNA-1 DNA-binding inhibitors, primary screen, biochemical, fluorescence polarization; 300,000 compounds, 0.34% hits; inhibition, % at 14.8 µM; in the data active = inhibition above about 28%
PREPL inh – PREPL enzyme inhibitors, primary screen, biochemical, fluorescence polarization; AID 2751, 2010; 320,000 compounds, 0.68% hits; Prolyl endopeptidase-like (Homo sapiens), Q4J6C6; recombinant PREPL, fluorescence polarization activity-based probe; inhibition, % at 5.96 µM; in the data active = inhibition above about 43%;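 note: 0% = enzyme with DMSO and 100% = wells lacking enzyme; many of its hits are not listed in these tables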
Target sequence (Q4J6C6 whole entry, looked up): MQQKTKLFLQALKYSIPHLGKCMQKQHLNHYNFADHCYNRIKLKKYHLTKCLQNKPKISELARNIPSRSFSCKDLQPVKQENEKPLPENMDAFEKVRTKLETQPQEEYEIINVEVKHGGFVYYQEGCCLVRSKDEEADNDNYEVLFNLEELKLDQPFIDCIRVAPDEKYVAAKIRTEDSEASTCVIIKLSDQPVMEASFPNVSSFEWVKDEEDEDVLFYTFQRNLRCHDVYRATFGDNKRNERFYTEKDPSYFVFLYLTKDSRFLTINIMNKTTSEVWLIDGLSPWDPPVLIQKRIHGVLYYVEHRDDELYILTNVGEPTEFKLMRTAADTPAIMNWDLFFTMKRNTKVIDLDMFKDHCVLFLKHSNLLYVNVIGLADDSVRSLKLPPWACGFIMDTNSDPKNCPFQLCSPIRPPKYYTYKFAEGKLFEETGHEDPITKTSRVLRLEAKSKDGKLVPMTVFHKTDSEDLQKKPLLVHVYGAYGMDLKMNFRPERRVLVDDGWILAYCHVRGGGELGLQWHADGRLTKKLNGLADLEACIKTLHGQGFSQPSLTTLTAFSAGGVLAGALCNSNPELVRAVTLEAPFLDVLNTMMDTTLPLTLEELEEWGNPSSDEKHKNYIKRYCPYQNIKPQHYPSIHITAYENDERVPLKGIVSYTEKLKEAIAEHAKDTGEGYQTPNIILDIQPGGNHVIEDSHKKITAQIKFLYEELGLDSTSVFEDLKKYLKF
Efflux pump inh – inhibitors of Candida efflux pumps in yeast, primary screen, S. cerevisiae, Nile Red, multiplex; AID 485275, 2010; 330,000 compounds, 0.44% hits; inhibition, % at 10 µM; S. cerevisiae Candida pump triplex;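 active = plate passing quality check with inhibition over a set limit, or well fluorescence over plate mean plus 4 SD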;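 note: Nile Red retained in pooled yeast measured as flow cytometry median fluorescence; 0% = buffer negative control and 100% = Enniatin B positive control; higher means more Nile Red kept so more efflux inhibition; some compounds called inactive have numbers as strong as hits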
PP5 inh – PP5 phosphatase inhibitors, primary screen, biochemical, fluorescence. 320,000 compounds, 0.18% hits. Serine/threonine-protein phosphatase 5 (Homo sapiens), P53041. purified PP5c, OMFP substrate fluorescence. inhibition, % at 6.7 µM;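 active = inhibition above the campaign's mean inhibition across all tested compounds plus 3 SD, cut at about 9.5% in these data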;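 note: 0% = DMSO only and 100% = 100 µM cantharidin control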
* = called active by the depositor; · = not tested or not shown; & = joins results of further samples. Only part of the results is shown. The share of hits here may be higher or lower than overall.

Preview (three entries):
Structure,ZTA counter,CTSL1 counter,TPT1 inhibitor,PP1 inh,core dimer inh,EBNA-1 inhibitor,PREPL inh,Efflux pump inh,PP5 inh
COc1ccc(-c2cc(C)no2)cc1S(=O)(=O)N1CCN(c2cccc(C)c2)C(C)C1 (stereo not given),2,0,-1,-3,8,-17,3,0.1,0.9
COc1ccc(S(=O)(=O)N2CCC(C(=O)NC3CC3)CC2)cc1,12,-5,-1,-4,-1,-2,11,-0.1,-3.1
O=C(CSc1nnc(-c2ccccc2Br)o1)Nc1nncs1,-14,2,0,-2,2,1,-2,0.1,0.1

This part in full, from the first entry:
Structure,ZTA counter,CTSL1 counter,TPT1 inhibitor,PP1 inh,core dimer inh,EBNA-1 inhibitor,PREPL inh,Efflux pump inh,PP5 inh
COc1ccc(-c2cc(C)no2)cc1S(=O)(=O)N1CCN(c2cccc(C)c2)C(C)C1 (stereo not given),2,0,-1,-3,8,-17,3,0.1,0.9
COc1ccc(S(=O)(=O)N2CCC(C(=O)NC3CC3)CC2)cc1,12,-5,-1,-4,-1,-2,11,-0.1,-3.1
O=C(CSc1nnc(-c2ccccc2Br)o1)Nc1nncs1,-14,2,0,-2,2,1,-2,0.1,0.1
C=CCn1c(SCc2ccc(C(=O)NCCO)cc2)nc2sc(C)c(C)c2c1=O,1,3,-1,0,2,-4,-12,0.4,2.1
O=C(CSc1nnc(-c2ccc(Br)o2)n1Cc1ccccc1)c1ccccc1F,-3,3,-3,5,4,11,-27,0.0,0.7
CCOC(=O)C1=C(C)N(c2ccccc2)C(=O)/C1=C\c1cccs1,-13,1,2,2,3,7,10,-0.3,3.5
CCOCCOCCC(C(=O)OCC)P(=O)(c1ccccc1)c1ccccc1 (stereo not given),-2,-4,0,-4,0,3,7,-0.1,3.0
Cc1c(Cl)cccc1NC(=S)N1CCN(C(=O)c2ccco2)CC1,-3,-2,-3,7,-9,-6,2,-1.3,2.8
CC(=C/C(=O)O)/C=C/c1cccs1,-3,2,-6,1,-6,9,16,-0.1,2.7
Cc1ccc(COC(=O)c2cc(S(=O)(=O)N3CCCCC3)ccc2N2CCOCC2)cc1,3,1,2,3,9,-8,6,0.1,1.3
CCCCOc1ccc(CN(C)c2ncnc(N)n2)cc1,8,2,-2,-3,-3,-1,3,0.1,-0.2
Cc1ccc(O)c(Nc2c3ccccc3nc3ccccc23)c1,-12,4,-2,0,-19,10,11,0.0,-0.2
O=C(CN1CCN(S(=O)(=O)c2ccc(F)cc2)CC1)Nc1cccc(C(F)(F)F)c1,-1,1,1,0,4,7,-23,-0.1,1.6
CCOC(=O)C1(CC2CCCCO2)CCN(S(=O)(=O)c2ccccc2)CC1 (stereo not given),15,3,0,1,1,-1,1,-0.1,-2.5
Cc1nn(C)cc1CN(C)C(=O)c1sc2cccc(Cl)c2c1Cl,-2,-2,-3,-3,3,-3,-7,-0.1,1.7
O=C1COc2ccc(OCc3ccc(F)cc3)cc21,-5,-4,1,0,0,3,15,0.7,4.5
CCN(CC)C(=O)Cn1cc(S(=O)(=O)CC(=O)Nc2cc(C)on2)c2ccccc21,-5,-2,-2,-3,5,4,0,-0.1,-1.9
COC(=O)c1c(C)oc(C)c1S(=O)(=O)Nc1ccc(C(C)C)cc1,-10,-7,-2,2,1,5,6,0.0,1.3
CC1NC(=O)N(C)[C@@H]2NC(=O)N(C)C(c3ccc([N+](=O)[O-])cc3)[C@@H]12 (stereo not given in full),6,-2,-3,-1,0,6,-5,-0.1,-0.9
CC(=O)c1c(N2CCN(C)CC2)nc(=S)n(Cc2ccccc2)c1C,-14,-3,0,-3,-7,-3,-4,0.0,-0.9
COc1ccc(C(=O)N/C(=C\c2ccc3c(c2)OCO3)C(=O)N2CCOCC2)cc1,13,1,-5,3,-3,-1,-5,0.0,0.3
O=C(CCC1CCCC1)N1CCC(N2CCCCCC2)CC1,-9,0,0,-2,-1,0,3,0.0,0.7
Cc1nc(NCC2CCCO2)nc2c1C(=O)CC(C)C2 (stereo not given),1,-1,3,3,-1,-10,10,0.1,2.7
CC(C)(C)OC(=O)NC(Cc1ccccc1)C(=O)N1CCCC1C(=O)O (stereo not given),-7,-3,-4,-2,0,-15,8,0.2,1.7
O=C(O)c1ccc(N=NN2CCCCCC2)cc1,5,-5,-1,-5,-12,-15,-2,0.1,-6.0
CC(/C=N/NC(=O)c1cc(-c2ccccc2)nc2ccccc12)=C\c1ccco1,10,2,8,13,51*,-1,11,0.1,2.9
O=C(COC(=O)/C=C/c1ccccc1[N+](=O)[O-])Nc1ccc(OCc2ccccc2)cc1,3,-16,-1,-7,-1,-8,7,0.6,2.6
CNc1nc(-c2ccc3c(c2)CCN3C(=O)c2ccccc2F)c(C)s1,16,2,-3,4,31,-3,5,0.0,-0.3
Cc1noc(COc2ccc(OCc3nc(C)no3)cc2)n1,-25,0,-7,2,-2,-6,-2,0.0,1.6
COc1ccc(C(C[N+](=O)[O-])c2c(-c3ccccc3)cc3ccccn23)cc1OC (stereo not given),-4,0,3,7,15,2,13,-0.2,0.7
O=C1CCCCCCCN1Cc1ccccc1,5,0,-1,-4,2,11,9,0.2,0.8
CCOP(=O)(OCC)C(C)(C)NC(=O)Nc1ccc(Cl)c(Cl)c1,11,-3,0,-4,-1,-7,12,0.0,0.7
CC(C)CC1Nc2ncnc(N3CCCCC3)c2N(Cc2ccccc2)C1=O (stereo not given),-3,-3,0,-1,-1,1,-1,0.0,-0.1
O=C(Nc1nc2nc(-c3ccccc3)cc(-c3ccccc3)n2n1)c1ccco1,-13,1,3,0,13,5,-1,-0.3,1.2
O=C1[C@@H]2CSCN2C(=O)CN1Cc1ccccc1F,-13,4,-1,0,-6,-7,11,0.0,2.0
Cc1cc(C)c2c(n1)nn1c(C3CC3)cc(C(F)(F)F)nc21,-12,-1,-6,-1,1,-2,18,0.1,2.4
COc1ccc(-n2c(Cc3cccn3C)nnc2SCC(N)=O)cc1,-4,-4,0,-3,-1,9,8,-0.1,0.9
O=C(COc1ccc([N+](=O)[O-])cc1)N/N=C/c1ccccn1,1,1,0,-4,-2,-7,9,0.0,1.1
O=C(Cc1cccs1)Nc1nncs1,14,-1,4,0,12,6,-1,0.0,2.1
CCn1c(CCC(N)=O)nnc1SCC(=O)c1cc(C)n(C2CC2)c1C,-3,·,·,-2,·,·,9,0.0,0.7
O=C(CSc1ccc(-c2ccco2)nn1)NCc1ccccc1Cl,14,2,-3,0,3,9,5,-0.1,-2.0
O=C(Cc1ccccc1)NCC(=O)N/N=C/c1ccc([N+](=O)[O-])s1,0,4,0,-1,2,-9,6,0.0,1.4
CC(=O)c1c(C)[nH]c(C(=O)OCC(=O)N2CCN(S(=O)(=O)c3ccc(C)cc3C)CC2)c1C,-1,3,1,0,2,-19,-7,0.1,-0.2
CC(C)(C)C(C(=O)n1cccc1C#N)c1ccccc1 (stereo not given),-2,·,·,1,·,·,1,0.1,0.3
Cc1cc(CN2C(=O)c3ccccc3C2=O)cc(N2CCOCC2)c1,12,4,3,-1,0,6,-1,0.0,-1.0
Cc1cc(C)c[n+](-c2nc3ccccc3nc2C(=C=[N-])C#N)c1,16&-18,0&10,1&6,-2&-1,-11&-2,-1&-10,-2&17,0.2&0.2,3.9&1.9
CCCCc1ccc(NC(=S)NCc2cccnc2)cc1,2,1,0,0,-5,-2,6,-0.1,0.3
CC(=O)N1CCN(c2cc(N3CCc4ccccc4C3)c(F)cc2[N+](=O)[O-])CC1,-10,-4,2,5,3,-2,20,0.1,5.6
COC(=O)CSc1nc(N2CCOCC2)c2c(c1C#N)CC(C)(C)OC2,-15,3,-2,-1,-12,-4,9,-0.1,0.4
Cc1ccn2c(C(=O)N/N=C\c3cccs3)c(C)nc2c1,-11,3,-3,-1,-9,-6,13,-0.8,2.9

Next entries:
Structure,ZTA counter,CTSL1 counter,TPT1 inhibitor,PP1 inh,core dimer inh,EBNA-1 inhibitor,PREPL inh,Efflux pump inh,PP5 inh
CCOc1ccccc1C(=O)OCC(=O)Nc1ccc(OC(F)F)cc1,-5,-4,-1,2,-2,-4,1,0.1,-1.5
O=C1c2ccccc2C(=O)N1CCCn1c(=O)oc2ccccc21,-3,2,0,0,3,-2,0,-0.1,2.4
CCSc1nnc(NC(=O)C2CCCCC2C(=O)OCC(F)(F)C(F)F)s1 (stereo not given),-5,3,0,-2,0,9,-5,-0.1,-2.1
Cc1cc(Cl)ccc1OCC(=O)NNC(=O)c1cccs1,-15,-16,-4,-5,-1,1,12,-0.3,3.4
CN(C)S(=O)(=O)c1cccc(NC(=O)Cc2ccsc2)c1,9,-18,2,-5,2,2,-3,-0.1,-0.5
COc1ccc(N2C(=O)CCC(C(=O)NCc3cccnc3)C2c2ccc(OC)c(OC)c2)cc1 (stereo not given),3,1,-2,-4,0,9,9,0.1,0.9
OCCNc1ncnc2c1c(-c1ccccc1)c(-c1ccccc1)n2Cc1ccco1,14,0,-3,-3,-6,8,5,-0.1,-0.6
N#CCC(=O)Nc1ccc(C(F)(F)F)cc1N1CCOCC1,20,1,4,-2,0,-9,10,-0.1,-0.8
CCOC(=O)c1ccc(CSc2n[nH]c(C)n2)o1,1,2,-2,0,-3,0,-3,-0.1,-0.7
C=CCn1c(SC(F)F)nc2scc(-c3ccco3)c2c1=O,-2,4,2,-2,-5,-19,5,0.0,-0.4

Screening data from PubChem BioAssay.
